STAT1 blocker – STAT1 signaling inhibitors, primary screen, cell-based, HTS, luciferase reporter; NIH 3T3 STAT1-luciferase reporter, IFN-gamma, luminescence; inhibition, % at 5.5 µM; 0.35% of 200,000 active;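 active = inhibition above a set limit, the mean inhibition across all tested compounds plus 3 SD, cut at about 34% in these data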;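 also: 0% = IFN-gamma with DMSO and 100% = IFN-gamma with 300 µM nifuroxazide; values of inactives mirror those of a sister screen read the other way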
PPARg SRC1 recr – PPARgamma agonists recruiting SRC-1 coactivator, primary screen, biochemical; PPARgamma-SRC-1 coactivator recruitment biochemical assay; activation, % at 8 µM; 0.41% of 200,000 active; AID 631, 2007; in the data active = activation above about 19%;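 also: 0% = DMSO and 100% = reference agonist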
STAT3 activator – IL-6 driven STAT3 reporter potentiators, primary screen, U3A cells, luciferase, luminescence, MLSCN library; IL-6 STAT3-luciferase reporter; 100% = signal with IL-6 EC80 alone; activation (% of control), % at 5.6 µM; 0.91% of 190,000 active;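 active = activation above the screen-wide mean of compound activation plus 3 SD, cut at about 130% in these data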;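 also: 0% = background luminescence of wells with medium and substrate only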
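system = STAT3-luciferase reporter U3A cells | reagent = IL-6 stimulus at 33 ng/mL final | timing = 1 h compound pre-exposure, 6 h IL-6 stimulation, 37 °C | measured by = luminescence | evaluation = % activation versus median of IL-6-stimulated wells | control set = IL-6-only wells as 100% reference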
bIAP inhibitor – bovine intestinal alkaline phosphatase inhibitors, primary screen, selectivity assay for TNAP inhibitor project, biochemical, bovine IAP, CDP-star luminescence. inhibition, % at 20 µM. AID 1019, 2008. 190,000 tested, under 10 active. purified bovine IAP, 30 min;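 active = over 50% inhibition of intestinal alkaline phosphatase at 20 µM in the single-dose screen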
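System: Purified bovine intestinal alkaline phosphatase (IAP) enzyme | Input: IAP diluted 1/65,000,000 in the well | Also added: CDP-star chemiluminescent phosphatase substrate, 30 µM final | Dosing: 20 µM single dose | Times: Enzyme reaction for 30 min at room temperature | Detection: Luminescence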
ROMK mod – ROMK potassium channel modulators, primary screen, cell-based, thallium flux, MLSMR library; ATP-sensitive inward rectifier potassium channel 1 (Homo sapiens), P48048; Tet-inducible ROMK, thallium flux fluorescence; actives lie on both sides; B-score at 10 µM; 2% of 130,000 active; AID 1918, 2009;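 active = signal ratio slope over the read window, or its plate-corrected B-score, at least 3 SD from the plate mean, either direction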;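 also: B-score of the F/F0 ratio slope over 7 to 12 s after thallium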
Target sequence (P48048 whole entry, looked up): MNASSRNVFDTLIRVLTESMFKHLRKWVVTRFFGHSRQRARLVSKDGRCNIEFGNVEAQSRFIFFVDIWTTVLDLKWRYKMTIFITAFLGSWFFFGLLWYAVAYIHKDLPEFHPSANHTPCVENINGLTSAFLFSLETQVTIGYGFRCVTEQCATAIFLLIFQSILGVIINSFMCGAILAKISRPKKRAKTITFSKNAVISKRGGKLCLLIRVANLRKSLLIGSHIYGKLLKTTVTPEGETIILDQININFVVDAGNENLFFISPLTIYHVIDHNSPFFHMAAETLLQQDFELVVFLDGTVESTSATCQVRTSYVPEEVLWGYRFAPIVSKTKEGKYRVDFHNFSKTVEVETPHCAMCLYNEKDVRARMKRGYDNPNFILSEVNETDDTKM
TNAP act hi DEA – TNAP activators at high phosphate acceptor level, primary screen, biochemical, luminescence, uHTS. Alkaline phosphatase, tissue-nonspecific isozyme (Homo sapiens), P05186. purified TNAP, CDP-star luminescence, 1 M DEA, 30 min; stronger effect = higher value; 0 = EDTA background, 1 = DMSO-only activity. activation factor at 20 µM. 200,000 tested, under 10 active;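 active = activation factor at least 2 at 20 µM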
Target sequence (P05186 whole entry, looked up): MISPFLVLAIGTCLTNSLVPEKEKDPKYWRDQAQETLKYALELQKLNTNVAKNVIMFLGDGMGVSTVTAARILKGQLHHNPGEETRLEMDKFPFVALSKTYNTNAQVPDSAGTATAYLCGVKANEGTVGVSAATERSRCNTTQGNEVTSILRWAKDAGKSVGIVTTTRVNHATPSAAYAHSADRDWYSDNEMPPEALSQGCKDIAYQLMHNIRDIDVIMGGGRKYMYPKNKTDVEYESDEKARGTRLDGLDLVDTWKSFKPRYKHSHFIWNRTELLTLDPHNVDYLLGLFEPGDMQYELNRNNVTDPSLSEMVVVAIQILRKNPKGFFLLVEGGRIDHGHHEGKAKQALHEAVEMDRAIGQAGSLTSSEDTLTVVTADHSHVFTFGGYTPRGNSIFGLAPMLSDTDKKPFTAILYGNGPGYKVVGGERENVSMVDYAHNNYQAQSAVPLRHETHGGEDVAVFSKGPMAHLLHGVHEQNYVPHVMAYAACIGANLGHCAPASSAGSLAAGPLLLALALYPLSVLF
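Control set: EDTA negative control, DMSO positive control / Assay system: human TNAP / Quantity: TNAP 1/800 final / Evaluation: TNAP activation factor scaled between EDTA and DMSO control wells / Measured by: luminescent substrate turnover signal / Compound dosing: one dose, 20 µM / Times: 30 min enzyme reaction at room temperature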
SRC2 TRFRET art – TR-FRET signal artefacts, primary screen, artefact control for PPARgamma SRC-2 agonist project, biochemical; TR-FRET ratio at 8 µM; TR-FRET artefact counter-screen; stronger effect = higher value; 0.4% of 200,000 active; AID 1049, 2008; in the data active = TR-FRET ratio above about 2000; also: inactives centre near 1500
STAT3 blocker – IL-6 driven STAT3 reporter inhibitors, primary screen, U3A cells, luciferase, luminescence, MLSCN library; inhibition, % at 5.5 µM; 0.89% of 190,000 active; AID 862, 2007; IL-6 STAT3-luciferase reporter; host cell line lacks STAT1;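 active = inhibition above the mean inhibition across all screened compounds plus 3 SD, cut at about 44% in these data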;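 also: 0% = DMSO only wells and 100% = 100 µM nifuroxazide control wells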
PPARg SRC-3 ag – PPARgamma agonists recruiting SRC-3 coactivator, primary screen, biochemical; 0.26% of 200,000 active; Peroxisome proliferator-activated receptor gamma (Homo sapiens), P37231; AID 731, 2007; activation, % at 8 µM; biochemical PPARgamma/SRC-3 coactivator recruitment assay; in the data active = activation above about 23%;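 also: 0% = DMSO and 100% = reference agonist; some compounds past the cut are filed as inactive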
bIAP activator – bovine intestinal alkaline phosphatase activators, primary screen, biochemical, bovine IAP, CDP-star luminescence | alkaline phosphatase, intestinal [Bos taurus] | purified bovine IAP, 30 min; stronger effect = higher value; fold of DMSO-control signal, blank-subtracted | activation factor at 20 µM | 0.17% of 200,000 active;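 active = activation factor of 2 or more at 20 µM, a signal rise over negative controls twice the positive control's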
PPARg SRC-2 ag – agonists of PPARg-SRC-2 recruitment, primary screen, biochemical, HTS; activation, % at 8 µM; Peroxisome proliferator-activated receptor gamma (Homo sapiens), P37231; 0.34% of 200,000 active; PPARgamma LBD-SRC-2 recruitment; in the data active = activation above about 22%;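 also: 0% = vehicle and 100% = reference agonist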
* hit, by the source's call; nt = no result given.

SMILES | STAT1 blocker | PPARg SRC1 recr | STAT3 activator | bIAP inhibitor | ROMK mod | TNAP act hi DEA | SRC2 TRFRET art | STAT3 blocker | PPARg SRC-3 ag | bIAP activator | PPARg SRC-2 ag
CCN(CC)c1ccc2cc(S(=O)(=O)c3ccc(C)cc3)c(=O)oc2c1 | 9.3 | 4.4 | 91.1 | -7.4 | nt | 0.9 | 1574 | 12.6 | 0.1 | 1.1 | 0.4
COC(=O)c1ccc(NC(=O)NS(=O)(=O)c2ccc(C)cc2)cc1 | -0.5 | 7.6 | 100.9 | 11.9 | nt | 1.1 | 1514 | 4.7 | -3.9 | 0.9 | 11.3
CN(C)c1cccc(C(=O)N/N=C/c2ccsc2)c1 | -27.2 | -0.6 | 108.6 | -2.3 | 0.0265 | 1 | 1650 | -5.9 | 0.7 | 1 | -1.5
O=C(NC1CCCC1)C1CCCN1S(=O)(=O)c1cccc2cccnc12 (centres undefined) | -3.3 | 6.2 | 101.9 | 6.7 | nt | 1.1 | 1450 | 6.4 | -0.3 | 0.9 | -6.2
CN(C)S(=O)(=O)N1CCC(CO)(CCc2ccccc2)CC1 | -0.3 | 3.1 | 95.8 | -2.3 | 0.0998 | 1 | 1411 | 10.1 | -3.8 | 1 | -7.2
O=C(O)CCCCC1CCSS1 (centres undefined) | 14.4 | -4.5 | 101.7 | -15.1 | -0.311 | 1 | 1626 | -0.1 | -3.4 | 1.2 | -1.1
Nc1c(C(=O)OCC2CCCO2)c2nc3ccccc3nc2n1C1CCCCC1 (centres undefined) | 7.5 | 1.6 | 106.0 | 0.3 | nt | 1.1 | 1456 | -7.2 | -0.8 | 1 | 5.3
CC(CSc1nnnn1-c1ccccc1)Cn1c(N2CCCC2)nc2c1c(=O)[nH]c(=O)n2C (centres undefined) | 15.3 | 1.2 | 89.2 | -6.0 | 0.0936 | 1 | 1614 | 11.2 | 3.1 | 1.1 | 15.6
CSC1=NCCN1S(=O)(=O)c1ccccc1 | -1.9 | 4.0 | 99.1 | -22.3 | 0.252 | 1 | 1608 | 2.7 | 2.0 | 1.2 | 5.8
CC(=O)N(Cc1ccccc1)c1ncc2c(n1)c(=O)c(C#N)c1ccccn12 | -0.2 | 4.5 | 99.6 | 1.7 | -0.533 | 1 | 1580 | 0.6 | 6.4 | 1 | 4.5
Cc1ccc(/C=N/NC(=O)c2ccccn2)s1 | -61.0 | 0.6 | 84.1 | 22.1 | nt | 1 | 1545 | 21.3 | -0.7 | 0.8 | -0.6
O=C(Nc1cc(Cl)ccc1N1CCOCC1)c1cnccn1 | -3.4 | 4.8 | 113.6 | 19.4 | nt | 1 | 1524 | -13.0 | -1.1 | 0.8 | 7.8
CC(=O)Nc1ccc(S(=O)(=O)Oc2ccc(/C=N/NC(=O)c3ccc(Cl)cc3)cc2)cc1 | -9.4 | 2.5 | 95.9 | -8.5 | nt | 1.1 | 1543 | 13.4 | 7.9 | 1.1 | 4.4
CC(C)(C)NC(=O)CN(C(=O)C1CSC(=O)C1)c1ccc2c(c1)OCCO2 (centres undefined) | -8.8 | 3.3 | 90.7 | 10.2 | 0.619 | 1 | 1572 | 14.1 | 5.2 | 0.9 | 1.1
Cc1ccc(-c2cn(-c3ccccc3)c(SCC(N)=O)n2)cc1C | -13.2 | 6.0 | 106.7 | 8.9 | nt | 1 | 1670 | -9.5 | 4.1 | 0.9 | 5.9
Cn1c(SCC(=O)Nc2cc(C(C)(C)C)nn2-c2ccccc2)nc2ccccc21 | 16.5 | 3.0 | 118.4 | 20.2 | 0.321 | 1 | 1505 | -24.5 | 1.5 | 0.8 | 9.9
S=c1[nH]nc(-c2ccc(Cl)cc2)n1Cc1ccccc1 | -1.5 | 3.8 | 92.8 | nt | -1.35 | 0.9 | 1799 | 12.2 | 14.6 | 0.4 | 1.8
O=C(NCC1(c2ccccc2)CCCC1)C1(c2ccccc2)CCCC1 | 11.8 | 3.1 | 104.1 | -5.3 | nt | 1 | 1494 | -3.5 | -4.5 | 1.1 | -4.3
C=CC[C@H]1Cc2c(cccc2[N+](=O)[O-])[C@H](CC=C)N1 | -1.1 | -2.6 | 101.0 | 13.1 | -0.813 | 1 | 1574 | 10.6 | 2.3 | 0.9 | 3.6
Cn1[nH]c(=O)c2ccccc2c1=O | -4.6 | 0.2 | 105.6 | 3.8 | -0.36 | 1.1 | 1279 | -0.1 | -3.8 | 1 | 1.8
O=C(Cc1cccs1)N/N=C\c1ccc([N+](=O)[O-])s1 | 2.5 | 2.1 | 89.9 | 23.1 | -2.13 | 0.9 | 1756 | 17.2 | 5.7 | 0.8 | 5.6
COc1ccc(OCC(=O)Nc2ccccc2C(=O)N2CCCC2)cc1 | -1.2 | -3.1 | 125.4 | 6.1 | -0.0277 | 1 | 1227 | -24.1 | 0.5 | 0.9 | -6.9
C=CCOC(=O)Nc1snnc1C | 13.6 | 6.3 | 94.4 | 9.5 | nt | 1 | 1639 | 8.6 | -3.8 | 0.9 | -1.5
O=C1CC(c2ccccc2)N1c1ccccc1 (centres undefined) | -5.0 | -6.5 | 105.1 | 6.3 | nt | 1 | 1484 | -5.0 | 6.5 | 0.9 | 10.7
Cn1c(=O)c(=O)n(C)c2cc(S(=O)(=O)NCCOc3ccccc3Cl)ccc21 | 2.9 | 6.1 | 99.9 | -1.4 | nt | 1 | 1486 | 3.5 | -0.7 | 1 | -0.2
COc1ccc(C(=O)CN2C(=O)NC(C)(c3ccccc3)C2=O)cc1OC (centres undefined) | -9.8 | 7.9 | 106.5 | -1.4 | nt | 1.1 | 1469 | -4.5 | 12.0 | 1 | -0.1
CCn1cc(CNC(=O)c2c(-c3c(Cl)cccc3Cl)noc2C)c(C)n1 | -1.8 | 1.8 | 90.2 | -10.9 | -0.138 | 1.1 | 1618 | 11.8 | 4.2 | 1.1 | -3.1
O=S1(=O)CCN2C=C(Cl)C=C(Cl)C2=N1 | 1.6 | 5.7 | 94.1 | -13.5 | -0.181 | 1 | 1798 | 7.8 | 5.2 | 1.1 | -4.2
CCCCCn1c(CN2CC(C)OC(C)C2)nc2c1c(=O)n(C)c(=O)n2C (centres undefined) | -1.3 | 4.2 | 98.8 | -0.9 | nt | 1 | 1455 | 0.7 | 8.3 | 1 | 6.0
Cc1c(C(=O)OCC2CCCO2)[nH]c2c1C(=O)CC(c1ccc(N(C)C)cc1)C2 (centres undefined) | 15.0 | 6.6 | 99.0 | 11.3 | nt | 1 | 1696 | 1.5 | 6.8 | 0.9 | 4.7
Nn1c(SCC(=O)Nc2ccc(F)cc2F)nnc1-c1cccnc1 | -17.2 | 4.7 | 97.5 | 4.2 | 0.352 | 1.1 | 1418 | 5.6 | 11.2 | 1 | -1.6
O=C(CSc1ccc(-c2cccnc2)nn1)c1ccc([N+](=O)[O-])cc1 | -3.4 | 7.1 | 99.7 | 2.7 | -1.03 | 1 | 1669 | 5.2 | 8.9 | 1 | 7.5
CCCCn1nc2cc(C(=O)N[C@H](C)C3CCCCC3)ccc2c1OCC | -5.2 | -4.4 | 105.7 | 6.3 | nt | 1 | 1646 | -1.5 | -5.0 | 0.9 | -1.5
O=C(CCc1ccccc1)Nc1ncc([N+](=O)[O-])s1 | -14.6 | 4.6 | 85.5 | 4.7 | -1.08 | 0.9 | 1823 | 22.4 | 1.3 | 1 | 7.8
O=C(COC(=O)c1cc2ccccc2cc1O)Nc1cccnc1Cl | 8.6 | -6.7 | 121.5 | -8.8 | 0.4 | 0.9 | 1547 | -25.5 | -2.4 | 1.1 | -2.5
COC(=O)c1ccc(C)c(NC(=O)C2COc3ccccc3O2)c1 (centres undefined) | -6.7 | 0.9 | 87.8 | 5.9 | 0.0687 | 1 | 1544 | 18.2 | -1.7 | 0.9 | 2.5
O=C1CSC(c2ccc([N+](=O)[O-])cc2)N1CCN1CCCCC1 (centres undefined) | -3.3 | 11.5 | 93.7 | -12.7 | 0.376 | 1.1 | 1653 | 17.9 | 4.4 | 1.1 | 0.8
CCOC(=O)c1c(C)nc(C(Cl)(Cl)Cl)nc1N | -8.9 | 9.8 | 106.6 | -4.7 | -0.997 | 1 | 1520 | 2.3 | 7.4 | 1 | 0.2
CCC(=O)N1CCc2cc(Br)cc(S(=O)(=O)NCC3CCCO3)c21 (centres undefined) | 1.1 | 1.8 | 100.1 | -2.5 | 1.47 | 1.1 | 1581 | 4.2 | 1.3 | 1 | 7.0
Fc1cc(Cl)ccc1NC(=S)NCCN1CCOCC1 | -2.7 | -3.0 | 99.2 | 4.5 | 0.000731 | 1.1 | 1422 | 2.7 | -0.8 | 1 | -6.3
O=C(CSc1nn(-c2ccccc2)c(=S)s1)NC(=O)NCc1ccco1 | -1.5 | 4.5 | 99.7 | 4.8 | nt | 1.1 | 1628 | 7.8 | 5.3 | 1 | 4.3
COc1ccc(C(=O)Nc2ccccc2N2CCCCC2)cc1[N+](=O)[O-] | -5.3 | 7.3 | 96.7 | 10.5 | 0.194 | 1 | 1488 | 8.1 | -7.0 | 0.9 | -2.5

Entries of single compounds from above. Order of screens: STAT1 blocker | PPARg SRC1 recr | STAT3 activator | bIAP inhibitor | ROMK mod | TNAP act hi DEA | SRC2 TRFRET art | STAT3 blocker | PPARg SRC-3 ag | bIAP activator | PPARg SRC-2 ag
`O=C(CSc1ccc(-c2cccnc2)nn1)c1ccc([N+](=O)[O-])cc1` reads -3.4 | 7.1 | 99.7 | 2.7 | -1.03 | 1 | 1669 | 5.2 | 8.9 | 1 | 7.5
`CCCCn1nc2cc(C(=O)N[C@H](C)C3CCCCC3)ccc2c1OCC` reads -5.2 | -4.4 | 105.7 | 6.3 | nt | 1 | 1646 | -1.5 | -5.0 | 0.9 | -1.5
`O=C(CCc1ccccc1)Nc1ncc([N+](=O)[O-])s1` reads -14.6 | 4.6 | 85.5 | 4.7 | -1.08 | 0.9 | 1823 | 22.4 | 1.3 | 1 | 7.8
`CCOC(=O)c1c(C)nc(C(Cl)(Cl)Cl)nc1N` reads -8.9 | 9.8 | 106.6 | -4.7 | -0.997 | 1 | 1520 | 2.3 | 7.4 | 1 | 0.2

Source: PubChem BioAssay (several laboratories)
